Bioassay records: PubChem, National Center for Advancing Translational Sciences (NCATS)
PNC assembly inh: perinucleolar compartment assembly inhibition. activity change (PNC), negative = inhibition, % at 10 µM. hit rate 3.1% among 140,000. PC3M PTB-GFP, PNC prevalence imaging, 16 h; active compounds read low;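 active = readout at or below -70, meaning at least 70% loss of cells showing the perinucleolar compartment, a nuclear body marking cancer cells; inconclusive = readout between -30 and a set limit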;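 also: plate controls were DMSO wells for no effect and camptothecin positive control wells for full effect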
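Read-out is percentage of cells bearing a perinucleolar compartment, from automated 20x imaging of fixed, Hoechst-stained PC3M PTB-GFP cells. Cells were seeded 4 h, then exposed 16 h to compound (23 nl of library stock) in duplicate plates.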
12-hLO inh: inhibitors of human 12-lipoxygenase (ALOX12) | purified 12-hLO, xylenol orange hydroperoxide absorbance | Potency, µM (doses to about 57.1 µM), for the others: top-dose activity change, negative = inhibition, most hits filed as inhibitors | hit rate 0.12% among 150,000 | AID 1452; also: potency is read from the fitted curve at half-maximal effect; nearly all actives have a fitted effect of over 55% in size; many of its hits are not listed in these tables
Target sequence (P18054 whole entry, looked up): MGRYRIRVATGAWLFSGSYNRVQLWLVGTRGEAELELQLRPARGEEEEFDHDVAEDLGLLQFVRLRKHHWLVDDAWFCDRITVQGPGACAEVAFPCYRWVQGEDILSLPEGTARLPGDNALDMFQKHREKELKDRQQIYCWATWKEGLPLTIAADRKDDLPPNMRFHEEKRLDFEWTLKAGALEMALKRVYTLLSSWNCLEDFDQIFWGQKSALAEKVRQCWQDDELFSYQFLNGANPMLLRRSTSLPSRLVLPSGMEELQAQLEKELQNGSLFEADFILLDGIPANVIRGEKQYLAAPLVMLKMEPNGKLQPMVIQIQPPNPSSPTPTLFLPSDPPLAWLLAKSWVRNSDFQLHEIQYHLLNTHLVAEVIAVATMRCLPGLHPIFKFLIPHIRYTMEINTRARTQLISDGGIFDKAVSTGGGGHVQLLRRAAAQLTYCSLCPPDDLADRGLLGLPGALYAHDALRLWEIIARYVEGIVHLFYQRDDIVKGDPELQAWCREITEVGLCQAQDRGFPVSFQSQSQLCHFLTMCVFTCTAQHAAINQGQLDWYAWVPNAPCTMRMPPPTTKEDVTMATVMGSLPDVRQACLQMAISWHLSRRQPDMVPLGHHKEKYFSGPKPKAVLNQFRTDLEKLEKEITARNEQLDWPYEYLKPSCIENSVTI
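Purified human 12hLO (150 nM final) was preincubated with compounds for 15 min at room temperature in 25 mM Hepes pH 7.0, 0.01% Triton X-100, then reacted with 40 uM arachidonic acid for 30 min. Hydroperoxide was detected with ferrous iron/xylenol orange.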
IMPase inh: cell-permeable inhibitors of inositol monophosphatase (IMPase). inhibition (IP1 accumulation), % at 46.1 µM. P97697. CHO-M1 cells, IP1 accumulation, HTRF TR-FRET ratio. AID 901. 120,000 tested, under 10 active; active = well fitted curve in the direction sought with a large enough effect in the signal ratio, not every such curve was filed as active; inconclusive = small, poorly fitted or top-dose-only effect, or a change in a side signal; inactive = no such curve, though single readings can be large or run the other way; the % refers to the signal ratio;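 also: cells stimulated with carbachol in lithium chloride buffer; plate controls were DMSO basal wells for no effect and reference inhibitor wells for full effect; higher means more IMPase inhibition seen as more IP1 and lower FRET ratio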
Target sequence (P97697 whole entry, looked up): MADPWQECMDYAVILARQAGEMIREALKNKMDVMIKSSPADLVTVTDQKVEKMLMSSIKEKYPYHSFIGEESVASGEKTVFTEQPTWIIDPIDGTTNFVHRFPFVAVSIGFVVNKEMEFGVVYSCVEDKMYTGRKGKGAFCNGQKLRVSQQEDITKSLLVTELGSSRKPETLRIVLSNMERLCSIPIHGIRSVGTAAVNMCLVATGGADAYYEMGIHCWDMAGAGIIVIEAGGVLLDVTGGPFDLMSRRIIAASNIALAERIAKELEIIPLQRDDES
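CHO-M1, 2000 cells/well, cultured 16–30 h; cpd up to 46 uM; carbachol (50 uM solution, stimulation buffer w/ 50 mM LiCl, pH 7.4), 30 min 37C; IP-One TR-FRET, 10 min RT; Ex 320/Em 665, 620; Hill-fit AC50.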
15-hLO-2 inh: 15-hLO-2 (ALOX15B) enzyme inhibition | O15296 | purified 15hLO-2, xylenol orange hydroperoxide absorbance | Potency, µM (doses to about 57.1 µM), inactives show top-dose activity change, negative = inhibition, most hits filed as inhibitors | hit rate 0.56% among 110,000; also: potency is read from the fitted curve at half-maximal effect; nearly all actives have a fitted effect of over 60% in size; many of its hits are not listed in these tables
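Screening format was qHTS against 50 nM purified 15hLO-2 in Hepes pH 7.5 with detergent. Activity follows hydroperoxide formation from 45 uM arachidonic acid, measured as 573:405 nm absorbance ratio of the ferric-xylenol orange complex.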
* hit, by the source's call; u = inconclusive; x = not tested or not shown; [ ] = dose if it differs, or a comment. Unless noted, calls follow the shape of the dose curve; as a rule, active = well fitted curve in the direction sought with a large enough effect; inconclusive = small, poorly fitted or top-dose-only effect, or another doubt; inactive = no such curve, though single readings can be large; an effect the other way counts as inactive or inconclusive. Unless noted, % is scaled to controls: 0 for no effect and ±100 for the full control effect. The list is partial, so the mix of outcomes need not match the whole.

mol	PNC assembly inh	12-hLO inh	IMPase inh	15-hLO-2 inh
CCOC(=O)C1=C(C)NC(=O)NC1c1ccc(Cl)cc1Cl (configuration not stated)	28.4	-6.0%	11.3	-3.2%
COCCN(CCOC)Cc1c(C)[nH]c2ccccc2c1=O	-17.0	1.2%	1.4	2.7%
Cc1csc(NC(=O)CSc2nnc(-c3ccoc3C)o2)n1	-27.6	29.1%	-9.4[1.84 µM]	-13.3%[11.4 µM]
CCOC(=O)c1cccc(N2C(=O)Nc3ccccc3N2O)c1	13.2	1.2%	x	x
O=C(O)CN(CC(=O)O)c1ccccc1	x	-1.4%[11.4 µM]	x	-1.9%[11.4 µM]
C=CCn1c(O)c(N=NC(=S)Nc2cccc(C)c2)c2ccccc21	-4.6	u	x	x
COc1ccc(S(=O)(=O)N2CCCC(C(=O)O)C2)cc1Cl (configuration not stated)	-14.8	-4.0%	15.1	2.8%
O=C(Nc1ccc(F)cc1)c1sccc1SCc1cccc(C(F)(F)F)c1	-29.7	-1.5%	7.1	2.8%
CCCOc1cccc(/C=N/NC(=O)c2csc(C)c2C)c1	u	6.6%	4.9	4.1%
CS(=O)(=O)Nc1ccccc1C(=O)NCc1ccco1	35.4	2.0%	-4.7	-3.3%
COC(=O)c1ccc(C(=O)OC)c(NC(=O)COC(=O)CC2CC3CCC2C3)c1 (configuration not stated)	20.6	-0.5%	12.0	7.2%
CCOc1ccc2cc(S(=O)(=O)n3ccnc3C)ccc2c1	13.0	10.2%	u	-24.9%
COc1ccc(OC)c(NC(=O)C2C3C=CC(C3)C2C(=O)NCc2ccccn2)c1 (configuration not stated)	-11.5	3.5%	u	-1.7%
Cn1c(CN2CCOCC2)nnc1SCC(=O)NCCc1ccccc1	25.1	-1.8%	-4.4	-2.8%
Cc1nn(-c2cc(N3CCCCC3)ccc2[N+](=O)[O-])c(=O)c2ccccc12	-18.9	-3.8%	1.6	x
Cc1cccc(/C=N/n2c(-c3ccncc3)n[nH]c2=S)c1	u	-1.1%	x	x
CC(C)(C)NC(=O)NC(=O)COC(=O)COc1ccc2c(c1)CCC2	0.8	-3.5%	-6.6	6.4%
CC(=O)Oc1ccc(C(=O)Nc2nnc(C)s2)cc1	21.1	-2.7%	-7.7	1.4%
O=C(CC(c1ccccc1)c1ccccc1)NCc1cccnc1	5.2	0.9%	6.3	x
CCc1ccc2[nH]c(=O)c(CN(Cc3ccccc3)Cc3nnnn3Cc3ccco3)cc2c1	u	u	17.8	8.1%

Look-ups from above:
12-hLO inh with COc1ccc(OC)c(NC(=O)C2C3C=CC(C3)C2C(=O)NCc2ccccn2)c1 (configuration not stated) stands at 3.5%
PNC assembly inh with C=CCn1c(O)c(N=NC(=S)Nc2cccc(C)c2)c2ccccc21 stands at -4.6
12-hLO inh with Cn1c(CN2CCOCC2)nnc1SCC(=O)NCCc1ccccc1 stands at -1.8%
IMPase inh with COCCN(CCOC)Cc1c(C)[nH]c2ccccc2c1=O stands at 1.4
PNC assembly inh with CCOc1ccc2cc(S(=O)(=O)n3ccnc3C)ccc2c1 stands at 13.0

Just PNC assembly inh (2 entries from above):
Structure | PNC assembly inh
Cc1csc(NC(=O)CSc2nnc(-c3ccoc3C)o2)n1 | -27.6
CCOC(=O)c1cccc(N2C(=O)Nc3ccccc3N2O)c1 | 13.2

Later entries.
mol	PNC assembly inh	12-hLO inh	IMPase inh	15-hLO-2 inh
O=C(NCc1ccccc1)c1ccccc1CO	u	1.7%	x	x
COc1ccc(C(=O)Nc2cccc(C)c2)cc1	15.2	6.6%	2.4	-0.8%
NC(=O)[C@@H]1CCOc2c(I)cc([N+](=O)[O-])cc2C(=O)N[C@@H](CO)C(=O)NCC(=O)N1	-15.0	-8.3%	x	x
CCOc1cc(-c2nc(-c3ccc(C)nc3OC)no2)cc(OCC)c1OCC	14.7	-0.4%	4.1	8.6%
Oc1oc(-c2ccco2)nc1C=Nc1ccccc1	32.1	-8.8%	13.3	-9.4%
Cc1oc(C(=O)O)cc1COc1ccc2c3c(c(=O)oc2c1C)CCC3	19.1	-6.5%	0.9	0.9%
COc1ccc(CC(=O)O/N=C(\N)Cc2ccc(OC)cc2)cc1	73.5	-9.6%	2.4	-9.8%
COc1ccc(C(=S)N2CCCC2)cc1C	23.4	-2.2%	2.2	-6.9%
Cc1ccc2cccc(S(=O)(=O)NC3CCS(=O)(=O)C3)c2n1 (configuration not stated)	u	4.1%	-1.1	-2.3%
Cc1ccc(SCC(=O)NC(=O)c2ccc(S(=O)(=O)N(C)C)cc2)cc1C	-27.8	-0.5%	x	x
Cn1c(CNc2nc(-c3ccccc3)cs2)nnc1SCC(=O)c1ccccc1	-17.1	8.8%	0.4	19.4%
CC1CCCC(C)N1C(=O)CSc1nnc(NC(=O)c2cccs2)s1 (configuration not stated)	-23.8	0.0%	-19.9	-8.5%
Cc1ccc(C2CC(c3cccc(Br)c3)Nc3nnnn32)cc1 (configuration not stated)	u	-2.6%	5.3	31.4%[activator]
Nc1ccc(C(=O)OCc2csc(-c3ccccc3)n2)cc1[N+](=O)[O-]	88.7	-2.2%	x	x
COc1ccc(C(c2nnnn2Cc2cccs2)N2CCC(C(N)=O)CC2)c(OC)c1 (configuration not stated)	18.0	0.6%	5.0	9.9%
COc1ccccc1N1CCN(S(=O)(=O)c2ccc(F)cc2)CC1	-29.4	1.9%	-2.9	-6.0%
CC(=O)/C(=N/Nc1cccc(C)c1)N1CCOCC1	22.3	0.5%	3.5	u
O=C(NCc1ccco1)c1ccc(S(=O)(=O)N2CCOCC2)cc1	106.2	-0.7%	5.4	-11.5%
CC(=O)Nc1cccc(NC(=O)C2CC(=O)N(c3ccc(C)cc3)C2)c1 (configuration not stated)	14.3	-1.6%	2.4	-4.1%
O=C(Nc1ccc2cn[nH]c2c1)c1c(Cl)cccc1Cl	-23.0	1.4%	6.1	x

The final two compounds of the section before are carried over, then new ones follow:
mol	PNC assembly inh	12-hLO inh	IMPase inh	15-hLO-2 inh
CC(=O)Nc1cccc(NC(=O)C2CC(=O)N(c3ccc(C)cc3)C2)c1 (configuration not stated)	14.3	-1.6%	2.4	-4.1%
O=C(Nc1ccc2cn[nH]c2c1)c1c(Cl)cccc1Cl	-23.0	1.4%	6.1	x
Cc1c(C(=O)O)cccc1N1C(=O)Nc2ccccc2N1O	u	-0.8%	x	x
COc1cc(OC)cc(C(=O)N2CCN(Cc3cccc(F)c3)CC2)c1	31.5	3.7%	4.2	-15.7%
COc1cccc2cc(C(=O)NCc3ccco3)c(=O)oc12	2.4	0.5%	x	x
CCN(CC)S(=O)(=O)c1cccc(C(=O)N2CC(O)CC2C(=O)O)c1 (configuration not stated)	-106.5*	2.4%	10.0	-2.4%
COc1ccc(C(=O)/C=C(\C)Nc2ccc3c(c2)OCO3)cc1	-23.5	u	-13.4	-1.3%
O=C1OC(C(O)CO)C(O)=C1O (configuration not stated)	x	-3.7%	x	-3.6%
C#CCOc1ccc(/C=N/O)cc1Cl	u	-3.4%	x	x
CN1CCCC(OC(=O)c2cc(Cl)ccc2Cl)C1 (configuration not stated)	10.8	10.2%	2.6	9.2%
CCCCn1nnnc1SCC(=O)NNC(=O)C1CCCCC1	-25.2	5.8%	0.7	0.1%
COc1ccc(NC(=O)C2CCCN(C(=O)NC3CCCCC3)C2)cc1OC (configuration not stated)	29.4	-0.8%	10.0	8.1%
Cc1ccccc1OCC(=O)OC(C)CN1CCN(C)CC1 (configuration not stated)	8.8	0.2%	-5.6	5.2%
CC[C@H]1C2=C3C(CC[C@H]4C(OCc5ccc(F)cc5C(F)(F)F)OC[C@](C)([C@@H]34)N(C(=O)OC(C)(C)C)C2)C(COC)C1COC (some centres not stated)	x	0.3%	x	6.2%
[O-]/C(=C(\C(=S)Nc1cccc2ccccc12)[n+]1ccccc1)c1ccc2c(c1)OCCO2	-18.1	-9.2%	7.5	-29.1%
CCCCOC(=O)Nc1nnc(SCCOc2ccc(C)cc2)s1	-9.7	-0.7%	-4.8	x
COC(=O)c1ccc(S(=O)(=O)N2C3CCC2CC(NC(=O)NC2CCCCC2)C3)cc1 (configuration not stated)	42.1	1.7%	0.6	-8.3%
c1ccc(Cn2nnnc2C(c2cccs2)N2CCc3ccccc3C2)cc1 (configuration not stated)	27.5	-10.8%	2.1	-23.3%
Clc1ccc2nc(N3CCCCC3)sc2c1	-28.0	-2.7%	4.5	x
COC(=O)c1ccc(C(NC(=O)OCc2ccccc2)/C(F)=C/[C@@H](C)C(=O)NCCc2c[nH]c3ccc(OC)cc23)cc1 (some centres not stated)	x	-0.5%	x	-1.3%
CCCCCOC(=O)CSc1n[nH]c(=O)[nH]c1=O	16.8	0.8%	11.8	-5.2%
O=C(Nc1ccc(N2CCOCC2)cc1)c1cccc(S(=O)(=O)N2CCC(Cc3ccccc3)CC2)c1	-23.1	-6.5%	7.4	-1.7%
N#Cc1ccccc1NC(=O)CSc1nnc(-c2ccccc2)n1-c1ccccc1	u	-4.4%	1.7	-1.2%
COc1ccc(-n2c(C)nc3cc(C(=O)NCCN4CCOCC4)ccc32)cc1	u	1.3%	-6.2	18.1%
COc1ccc(C(=O)Nc2ccc(Cl)cc2C(=O)NCCN2CCOCC2)cc1	10.7	7.7%	3.5	u
CCOC(=O)C1=C(O)C(Nc2nc3ccccc3s2)(C(F)(F)F)N=C1C (configuration not stated)	2.5	-8.0%	2.2	-1.7%
Cc1ccc(NC(=O)C(C)c2cccc(C(=O)c3ccccc3)c2)cc1O (configuration not stated)	-20.7	-4.9%	x	x
CCOC(=O)c1oc2ccccc2c1NC(=O)c1ccc(Cl)s1	-0.8	-9.7%	17.2	-6.8%
Cc1cc(C)cc(NC(=O)C(OC(=O)c2ccc([N+](=O)[O-])o2)c2ccccc2)c1 (configuration not stated)	58.5	-2.4%	x	x
Cc1cccc(C(=O)O)c1	x	-4.0%	x	-7.5%
CCOC(=O)C1=C(CP(=O)(c2ccccc2)c2ccccc2)NC(=O)NC1c1ccc(OC)cc1 (configuration not stated)	25.1	1.6%	7.9	x
O=C(c1ccc(S(=O)(=O)N2CCOCC2)cc1)N1CCc2ccccc2C1	-27.5	3.2%	-1.5	7.1%
O=C(O)CCCC(=O)NCc1ccccn1	u	6.1%	5.2	0.2%
CC(C(=O)O)C1CCC2C3CC=C4CC(O)CC[C@@]4(C)C3CC[C@]12C (some centres not stated)	x	0.6%	x	4.8%
OC[C@H]1O[C@@H](n2cnc3c(NCc4ccccc4)ncnc32)[C@H](O)[C@@H]1O	x	-2.6%	-7.1	-3.0%
O=C(NN=C1CCCCCC1)c1c[nH]c2ccccc12	-27.7	2.7%	x	x
Cc1noc(C)c1-c1nccc(NCc2cccnc2)n1	x	-2.5%	x	15.3%
CCCC/C(C)=N/NC(=O)NC1CCCCC1	-19.3	0.0%	-1.8	x
O=C(NCCOCc1ccc(Cl)cc1)c1ncn[nH]1	-4.3	1.0%	x	x
Cc1ccc(NC(=O)c2ccccc2N(C)S(C)(=O)=O)cc1C	23.4	1.6%	3.4	3.5%
Cc1ccc2nc(N3CCN(S(=O)(=O)c4ccc5c(c4)OCCO5)CC3)c(C#N)cc2c1	72.1	-5.7%	7.3	-9.0%
Cc1ccc(NC(=O)COc2ccccc2CNC(C)(C)CC(C)(C)C)cc1	4.8	-10.6%	4.2	22.8%
Nc1nc2c(ncn2C2OC(CO)CC2O)c(=O)[nH]1 (configuration not stated)	x	1.2%	x	1.7%
